High-throughput results: PubChem BioAssay, Sanford-Burnham Center for Chemical Genomics
SENP8 block: inhibitors of human SENP8 protease; Q96LD8; purified SENP8, Z-RLRGG-aminoluciferin cleavage, luminescence; inhibition, % at 10 µM; actives 1.2% (n = 330,000); AID 2540
Target sequence (Q96LD8 whole entry, looked up): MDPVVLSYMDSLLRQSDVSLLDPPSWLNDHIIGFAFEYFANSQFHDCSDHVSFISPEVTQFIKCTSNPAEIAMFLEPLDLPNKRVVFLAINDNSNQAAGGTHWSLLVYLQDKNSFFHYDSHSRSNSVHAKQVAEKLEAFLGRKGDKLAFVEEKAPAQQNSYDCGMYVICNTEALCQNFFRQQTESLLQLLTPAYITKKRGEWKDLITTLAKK
Gli-Sufu antag: antagonists of Gli-Sufu signaling. Sufu-KO-LIGHT fibroblasts, Gli luciferase reporter luminescence. AID 588413. actives 0.74% (n = 340,000). inhibition, % at 5 µM;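 active means inhibition above about 55%, limit read from the data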;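 further: 0% = DMSO-treated cells and 100% = wells with medium but no cells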
HKDC1 inhibitor: blocks human hexokinase HKDC1 activity. AID 493160. actives 0.16% (n = 340,000). Q2TB90. recombinant HKDC1, G6PDH/diaphorase resazurin coupled fluorescence. inhibition, % at 20 µM;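 active means inhibition above about 35% when tested at 20 µM, limit read from the data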;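 further: plate controls were DMSO wells with enzyme for no effect and DMSO wells lacking enzyme for full effect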
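Material – in-house recombinant HK5 (HKDC1) enzyme · Quantity – HKDC1 at 5 µg/mL · Buffer or medium – pH 8.0 Tris buffer with 10 mM MgCl2 · Reagent – glucose with 1 mM ATP · Dosing – single 20 µM dose · Times – reaction time 90 min, room temperature, protected from light · Technique – resorufin fluorescence at 613 nm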
SENP7 inh: inhibitors of human SENP7 protease | inhibition, % at 5 µM | actives 1.5% (n = 330,000) | recombinant SENP7, Z-RLRGG-aminoluciferin luminescence, 40 min | AID 434973;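 active means inhibition above about 50% at the single test dose, limit read from the data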;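 further: plate controls were DMSO with enzyme for no effect and no enzyme buffer wells for full effect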
Target sequence (Q9BQF6 706-1050 limits assumed): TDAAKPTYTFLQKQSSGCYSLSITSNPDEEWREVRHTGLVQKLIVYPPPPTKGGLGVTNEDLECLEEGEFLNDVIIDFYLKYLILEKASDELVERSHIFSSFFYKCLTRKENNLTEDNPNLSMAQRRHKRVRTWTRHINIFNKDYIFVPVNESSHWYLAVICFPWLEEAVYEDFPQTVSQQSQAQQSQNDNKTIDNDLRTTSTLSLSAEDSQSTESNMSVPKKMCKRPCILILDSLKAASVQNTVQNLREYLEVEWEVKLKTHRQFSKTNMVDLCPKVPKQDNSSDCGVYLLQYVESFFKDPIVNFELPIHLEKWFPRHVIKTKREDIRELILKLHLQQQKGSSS
UBC13 polyUb: inhibitors of human UBC13 polyubiquitin chain formation; inhibition, % at 20 µM; actives 0.47% (n = 330,000); TR-FRET; in the data active means inhibition above about 45%, passing the limit was not always enough
Target sequence (P61088 whole entry, looked up): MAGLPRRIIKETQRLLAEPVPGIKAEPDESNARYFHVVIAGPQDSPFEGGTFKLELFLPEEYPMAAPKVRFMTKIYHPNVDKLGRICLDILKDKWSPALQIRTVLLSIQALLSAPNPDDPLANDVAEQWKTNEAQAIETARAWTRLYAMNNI
Jurkat NFkB inh: lowers PMA/ionomycin-induced NF-kB signal in Jurkat cells; PMA/ionomycin-induced NF-kB luciferase reporter, luminescence; inhibition, % at 4 µM; actives 0.53% (n = 330,000); AID 435003
Apaf-1 inh: blocks human Apaf-1 apoptosome activity. O14727. reconstituted apoptosome caspase-3 activity, DEVD-Rh110 fluorescence. inhibition, % at 20 µM. actives 0.71% (n = 330,000). AID 489030; active means inhibition of at least 40% at 20 µM;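 further: plate controls were DMSO wells for no effect and DEVD-CHO caspase inhibitor wells for full effect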
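System: reconstituted apoptosome with Apaf-1, cytochrome c, caspase-9, procaspase-3, dATP; Signal: Rh110 fluorescence intensity; Schedule: 30 min compound preincubation, 50 min activation, room temperature; Reagent: cytochrome c trigger plus (Z-DEVD)2-Rh110 caspase-3 substrate.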
697 NFkB inh: inhibitors of the PMA/ionomycin-induced NF-kB reporter in 697 B cells. AID 435022. actives 0.33% (n = 330,000). inhibition, % at 4 µM. 697 B-cell NF-kB luciferase reporter, 16 h; in the data active means inhibition above about 35%
Numbers without * were called inactive; . = no result given. Unless noted, no stated cut-off is given here; in the data, active means inhibition above about 50%; inactive means the rest.

Assay codes: A = SENP8 block; B = Gli-Sufu antag; C = HKDC1 inhibitor; D = SENP7 inh; E = UBC13 polyUb; F = Jurkat NFkB inh; G = Apaf-1 inh; H = 697 NFkB inh
CCOc1ccc(C(=O)NC(=S)Nc2ccccc2N2CCC(C)CC2)cc1[N+](=O)[O-]
  A: -1; B: 1; C: 7; D: 2; E: -5; F: -5; G: 6; H: 3

Cc1cccc([C@@H]2[C@@H]3C(=O)N(Cc4ccccc4)C(=O)[C@@H]3[C@]3(CC(C)C)C(=O)N(c4cccc(Br)c4)C(=O)N23)c1
  A: 1; B: 2; C: 1; D: -5; E: -11; F: -8; G: 13; H: 18

Oc1ccc(/C=N/n2c(C3CCCCC3)n[nH]c2=S)c(O)c1
  A: -1; B: 13; C: 6; D: 10; E: -1; F: -14; G: 12; H: 9

COCCn1c(SCC(=O)Nc2c(C)n(C)n(-c3ccccc3)c2=O)nc2ccccc2c1=O
  A: -11; B: -14; C: 0; D: -10; E: -16; F: 4; G: -4; H: 12

Cc1csc(NC(=O)c2c(O)c3c(n(CC(C)C)c2=O)CCCC3)n1
  A: -5; B: -4; C: 1; D: -1; E: -8; F: -10; G: 17; H: 2

COc1cc(OC)cc(C(=O)NCc2n[nH]c(=S)n2-c2ccccc2)c1
  A: 1; B: -2; C: -7; D: 3; E: -3; F: -7; G: -14; H: -24

COc1ccc([N+](=O)[O-])cc1N(CC(=O)N1CCCC1)S(C)(=O)=O
  A: 8; B: 4; C: -7; D: 1; E: 0; F: 5; G: 4; H: 19

O=C(O)CN(Cc1ccco1)S(=O)(=O)c1ccccc1
  A: 5; B: 3; C: -10; D: -5; E: 8; F: 1; G: -6; H: 19

C=CCN(CC=C)C(=S)Nc1ccc(OC)c(OC)c1
  A: -11; B: 3; C: -10; D: -8; E: -2; F: 2; G: 8; H: 0

C=CCN(C(=O)CN1CCOCC1)c1nc(C)c(-c2ccccc2)s1
  A: -3; B: -51; C: 0; D: -2; E: 5; F: -24; G: 7; H: -12

COc1ccc(Cl)cc1NC(=O)CSc1nnc(COc2ccccc2)n1N
  A: -2; B: -2; C: -2; D: 5; E: 14; F: -6; G: 7; H: 1

O=c1c2c3c(sc2nc2n1CCCCC2)CCCCC3
  A: 16; B: .; C: .; D: -3; E: 8; F: -48; G: 0; H: -181

O=C(C[n+]1ccccc1)c1ccc(NC(=O)c2ccccc2)cc1
  A: 3; B: 7; C: -3; D: 8; E: 1; F: -13; G: 14; H: 3

O=C(Nc1ccccc1C(=O)N1CCOCC1)c1ccc(F)cc1
  A: -4; B: -4; C: -2; D: -9; E: -6; F: -11; G: 14; H: 0

Cc1cc([N+](=O)[O-])ccc1NC(=O)C(C)N1CCN(c2ccccn2)CC1 (configuration not stated)
  A: -4; B: 4; C: -7; D: -3; E: -8; F: 12; G: -1; H: 4

4 records drawn at random from the list so far, as already listed:
Assay codes: A = SENP8 block; B = Gli-Sufu antag; C = HKDC1 inhibitor; D = SENP7 inh; E = UBC13 polyUb; F = Jurkat NFkB inh; G = Apaf-1 inh; H = 697 NFkB inh
COc1cc(OC)cc(C(=O)NCc2n[nH]c(=S)n2-c2ccccc2)c1
  A: 1; B: -2; C: -7; D: 3; E: -3; F: -7; G: -14; H: -24

Cc1cc([N+](=O)[O-])ccc1NC(=O)C(C)N1CCN(c2ccccn2)CC1 (configuration not stated)
  A: -4; B: 4; C: -7; D: -3; E: -8; F: 12; G: -1; H: 4

COc1ccc([N+](=O)[O-])cc1N(CC(=O)N1CCCC1)S(C)(=O)=O
  A: 8; B: 4; C: -7; D: 1; E: 0; F: 5; G: 4; H: 19

O=C(Nc1ccccc1C(=O)N1CCOCC1)c1ccc(F)cc1
  A: -4; B: -4; C: -2; D: -9; E: -6; F: -11; G: 14; H: 0

Next part.
Assay codes: A = SENP8 block; B = Gli-Sufu antag; C = HKDC1 inhibitor; D = SENP7 inh; E = UBC13 polyUb; F = Jurkat NFkB inh; G = Apaf-1 inh; H = 697 NFkB inh
COc1ccc(NC(=O)NNC(=O)COc2ccc3cc(Br)ccc3c2)c(OC)c1
  A: -1; B: 3; C: 0; D: -11; E: 0; F: -2; G: 16; H: 7

O=C1CN(C(=O)COC(=O)c2ccccc2NCc2ccco2)c2ccccc2N1
  A: -15; B: 4; C: 10; D: -9; E: 8; F: -16; G: 27; H: -32

CO/N=C(/CS(=O)Cc1ccccc1Cl)c1ccc(Cl)cc1Cl (configuration not stated)
  A: -2; B: 4; C: -4; D: -3; E: 9; F: 4; G: -12; H: -19

O=C(COc1ccc(F)c(Cl)c1)N1CCCCCCC1
  A: -8; B: -16; C: 4; D: 5; E: 3; F: -5; G: -1; H: -5

CCOC(=O)C1C(=O)NC(N2CCOCC2)=NC1c1ccco1 (configuration not stated)
  A: -14; B: 0; C: -4; D: 3; E: -2; F: -3; G: 2; H: -1

CCCC(=O)CN1C(=O)C2(OCCO2)c2ccccc21
  A: -13; B: -22; C: -6; D: 1; E: -8; F: -7; G: 9; H: -7

Cc1ccc(/C=N/N(C)C2=NS(=O)(=O)c3ccccc32)cc1
  A: -16; B: 11; C: 1; D: -6; E: -6; F: 7; G: -3; H: 8

COc1ccc(CC(=O)Nc2ccc(S(=O)(=O)Nc3onc(C)c3C)cc2)cc1OC
  A: -1; B: 6; C: 1; D: -1; E: 4; F: 5; G: -91; H: 12

CCOC(=O)C1=C(C)NC(=O)CC1c1cc2c(cc1[N+](=O)[O-])OCO2 (configuration not stated)
  A: 0; B: 5; C: 0; D: 4; E: 6; F: 0; G: 9; H: 10

COc1ccc(-c2csc3nc(C(C)C)oc(=O)c23)cc1OC
  A: -10; B: -2; C: -7; D: 10; E: 16; F: 2; G: 24; H: -5

CC(=O)N/C(=N/c1nc(C)cc(C)n1)Nc1ccc(C)cc1C
  A: 4; B: 3; C: -5; D: 2; E: 5; F: 6; G: 1; H: 23

CCOc1ccc(C2CC(c3cccc(Cl)c3)n3nc(N)nc3N2)cc1 (configuration not stated)
  A: -4; B: -3; C: -3; D: -1; E: 8; F: 3; G: 5; H: -3

C[C@]12CS(=O)(=O)C[C@H]1SC(=S)N2c1ccccc1
  A: 1; B: 0; C: -5; D: 1; E: 6; F: 3; G: -9; H: 18

CC1(C)NC(=O)N(CC(=O)N2CCN(c3ccc([N+](=O)[O-])cc3)CC2)C1=O
  A: 0; B: 5; C: -3; D: -4; E: -4; F: 14; G: -4; H: 16

O=C(COC(=O)CC1CCCC1)Nc1ccc(OC(F)F)cc1
  A: -11; B: 2; C: -1; D: 4; E: 11; F: 7; G: -2; H: 7

CNS(=O)(=O)c1ccc2c(c1)NC(=O)C1CCCN21 (configuration not stated)
  A: 5; B: 0; C: -6; D: 6; E: -4; F: -4; G: 11; H: 14

Cc1ccccc1NC(=O)CCN1CCN(C/C=C/c2ccccc2)CC1
  A: -1; B: 0; C: -2; D: -1; E: 0; F: 9; G: 3; H: -25

CC(C)c1cccc(C2=CC(=O)C[C@H](c3ccc4c(c3)OCO4)C2)c1
  A: -4; B: -7; C: 1; D: 4; E: 12; F: 7; G: 21; H: 15

CCN1CCN(Cc2ccc(OCc3ccccc3)cc2)CC1
  A: -7; B: 3; C: 3; D: -4; E: -5; F: -93; G: -2; H: -109

Cc1nc2ccc(NC(=O)CCC3CCCC3)cc2s1
  A: -8; B: -15; C: -3; D: 3; E: 0; F: -49; G: 12; H: -2

COc1ccc(OC)c(/C=N/NC(=O)CNC(=O)c2cccc3ccccc23)c1
  A: 1; B: -9; C: -1; D: -1; E: 21; F: 10; G: 6; H: 13

S=C(Nc1ccc2nccnc2c1)N1CCOCC1
  A: 0; B: 2; C: -1; D: -10; E: -24; F: -29; G: -5; H: -26

O=C(Nc1ccccc1)N1CCCN(Cc2ccccc2F)C1
  A: -10; B: 0; C: -4; D: -1; E: -10; F: 0; G: 9; H: -1

COc1ccccc1C(=O)NC1CCN(C(=S)NCCc2ccccc2)CC1
  A: -7; B: 18; C: -6; D: -2; E: 3; F: 8; G: 4; H: 4

COc1ccc2c(c1)c(C(=O)CN1CCCCC1)c(C)n2C
  A: -4; B: 0; C: -6; D: 8; E: 8; F: -16; G: 5; H: 21

CC(=O)O[C@H]1CC[C@H]2[C@@H]3CCc4cc(O)ccc4[C@H]3CC[C@]12C
  A: -4; B: -24; C: -2; D: 5; E: 19; F: -11; G: 8; H: 6

Cc1[nH]c2ccccc2c1C(=O)CN1CCN(c2ccc(Cl)cc2)CC1
  A: 10; B: 28; C: -7; D: 5; E: 6; F: 26; G: 10; H: 13

CN1CCN(/N=C/c2ccc(N(c3ccccc3)c3ccccc3)cc2)CC1
  A: 6; B: -8; C: 5; D: 13; E: 20; F: -12; G: 22; H: -32

COc1ccc(C(CNC(=O)c2cccc(S(=O)(=O)Nc3ccccc3OC)c2)N2CCOCC2)cc1 (configuration not stated)
  A: -2; B: 1; C: -4; D: -15; E: -2; F: -17; G: 6; H: -20

COc1ccc(CC(=O)Nc2ccc(S(=O)(=O)N3CCCC3)cc2)cc1OC
  A: 12; B: -4; C: -1; D: 7; E: 9; F: 9; G: -6; H: 10

O=C(COC(=O)c1ccc(O)cc1O)NC1CCS(=O)(=O)C1 (configuration not stated)
  A: 0; B: 0; C: -7; D: 7; E: -6; F: 4; G: -18; H: 1

Cn1c(=O)oc2cc(S(=O)(=O)N3CCC(C(=O)NCCc4ccccc4)CC3)ccc21
  A: -1; B: 2; C: -7; D: 7; E: -4; F: -11; G: -17; H: 24

CC(C)OP(=O)(OC(C)C)C1(O)C(=O)Nc2ccc(Br)cc21 (configuration not stated)
  A: 1; B: -11; C: 7; D: 13; E: 1; F: -18; G: 17; H: 9

COc1ccc(CCN(C)C(=O)CSc2nccn2C)cc1OC
  A: -2; B: 3; C: -5; D: -3; E: 2; F: -6; G: -3; H: 17

S=C(NCc1ccc2c(c1)OCO2)NCc1ccc2c(c1)OCO2
  A: 0; B: -7; C: 18; D: 21; E: -3; F: 6; G: -11; H: 8

O=C(CC1C(=O)NCCN1C(=O)Nc1ccccc1)Nc1ccc2c(c1)OCCO2 (configuration not stated)
  A: -2; B: 24; C: 4; D: 5; E: 7; F: -7; G: -4; H: 10

O=S(=O)(c1cccs1)N1CCN(c2ccc(Cl)cc2)CC1
  A: -9; B: 16; C: -6; D: -6; E: 5; F: -5; G: 19; H: 12

CC(C)OC(=O)c1ccc(COC(=O)c2cccc(-c3nnc(-c4ccccc4)o3)c2)cc1
  A: -21; B: -117; C: -2; D: -4; E: -2; F: -8; G: 23; H: -98

CCC(CC)c1nnc(NC(=O)c2ccc(S(=O)(=O)N3CCc4ccccc4C3)cc2)s1
  A: 3; B: 2; C: -4; D: 9; E: -2; F: 0; G: 1; H: -4

CCOC(=O)c1ccc(NC(=O)NS(=O)(=O)c2ccc(C)cc2)cc1
  A: -4; B: -3; C: -4; D: 3; E: 8; F: 18; G: -1; H: -2

CCOC(=O)[C@H]1[C@H]2COc3ccc(OC)cc3[C@@H]2N2C(=O)CN(Cc3ccc(C)cc3)C(=O)[C@@]12C
  A: 1; B: -12; C: 4; D: 2; E: 12; F: 2; G: 9; H: -6

CC1CCCCC12NC(=O)N(CC(=O)OCc1ccc(Br)cc1)C2=O (configuration not stated)
  A: -7; B: 8; C: 3; D: -9; E: -5; F: -7; G: 26; H: -9

CC(C)(C)c1ccc(/C=N/OCC(=O)NCc2ccc(F)cc2)cc1
  A: -4; B: 4; C: -4; D: 2; E: -5; F: -3; G: 11; H: -48

COc1ccc(CNC(=O)CSc2nnc3c(Cl)cc(C(F)(F)F)cn23)cc1OC
  A: 0; B: -6; C: -11; D: 4; E: -3; F: 4; G: -12; H: 17

Oc1oc(-c2ccccc2)nc1C=Nc1cccc2ccccc12
  A: -5; B: 2; C: 8; D: -3; E: -3; F: 14; G: 4; H: 3

Cc1ccccc1N(CC(=O)NCCc1ccccc1)C(=O)c1csnn1
  A: 8; B: -23; C: -8; D: 1; E: 2; F: 16; G: -1; H: 28

COc1ccc(C2CC(=O)Nc3cc(C)c(C)cc32)c(OC)c1OC (configuration not stated)
  A: -10; B: 10; C: -2; D: 11; E: 3; F: -3; G: 8; H: -3

CCOc1ccc(N(CC(=O)NCCc2ccccc2)C(=O)c2csnn2)cc1
  A: 3; B: -18; C: 1; D: -1; E: -4; F: -38; G: 2; H: 3

The order is random; 3.6% or so of the library scored in one or more.
